Screening data from PubChem.
SR-BI DiI-HDL act: SR-BI HDL lipid transfer activation; 320,000 tested, 0.096% active; activation, % at 12.5 µM; CHO ldlA[mSR-BI] cells, DiI-HDL uptake fluorescence, 3 h; 100 = double the neutral-control signal;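 active = mean replicate activation of at least 60% and every replicate at or above 60%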;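 also: 0% = median plate neutral-control signal and 100% = twice that signal; values of inactives mirror those of a sister screen read the other way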
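material = CHO ldlA[mSR-BI] cells | medium = Ham's F12 with 0.5% BSA, HEPES 25 mM, pH 7.4 | reagent = fluorescent DiI-HDL, 10 µg/mL final | compound dosing = single-point compound dose | incubation = 3 h, 37 °C | measured by = bottom-read fluorescence, 550/595 nm | measure = HDL uptake via cellular fluorescence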
PKA-R1A activ: PKA-R1A complex activation | P00514+P68181 | PKA-R1A dissociation, Cy5-IP20 fluorescence polarization; scaled: DMSO 0%, 113 µM cGMP 100% | activation, % at 11.4 µM | 340,000 tested, 0.083% active | AID 504707;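 active = percent activation above the mean of all tested compounds plus 3 SD, cut at about 19% in these data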;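 also: higher means more PKAc released from R1A so a rise in polarization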
SR-BI DiI inh: mouse SR-BI HDL lipid transfer inhibition | AID 488896 | ldlA[mSR-BI] CHO cells, DiI-HDL uptake fluorescence, 3 h | 320,000 tested, 0.96% active | Q61009 | inhibition, % at 12.5 µM;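 active = mean replicate inhibition of at least 70% and a set share of replicates each scoring 70 or more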;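 also: 0% = median of neutral control wells and 100% = median of positive control wells; values of inactives mirror those of a sister screen read the other way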
PKA-R2B act: activates the human PKA-R2B holoenzyme complex. P22694+P31323. PKA-R2B holoenzyme dissociation, Cy5-IP20 fluorescence polarization; R2B truncated from residue 108, S112A mutant; 0% DMSO only, 100% 113 µM cGMP. activation, % at 11.4 µM. 340,000 tested, 0.079% active. AID 504700;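 active = activation above a cutoff set at the mean over all compounds plus 3 SD, cut at about 18% in these data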;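 also: higher means more holoenzyme dissociation and a rise in polarization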
Pemphigus Ab inh: inhibitors of pemphigus antibody binding to human desmoglein-3 | P32926 | DSG3-coupled beads, scFv-anti-DSG3-GFP binding, flow cytometry; active compounds read low | binding (percent of control), % at 10 µM | 310,000 tested, 0.48% active;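 active = binding more than 3 SD below its plate's average and above zero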;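 also: hits lower antibody fragment binding to DSG3; some compounds called inactive have numbers as strong as hits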
NSD2 HMT inh: blocks human histone methyltransferase NSD2; O96028; NSD2 peptide methylation, AlphaScreen, 120 min; inhibition, % at 12.5 µM; 310,000 tested, 0.54% active; in the data active = inhibition above about 50%
Target sequence (O96028 whole entry, looked up): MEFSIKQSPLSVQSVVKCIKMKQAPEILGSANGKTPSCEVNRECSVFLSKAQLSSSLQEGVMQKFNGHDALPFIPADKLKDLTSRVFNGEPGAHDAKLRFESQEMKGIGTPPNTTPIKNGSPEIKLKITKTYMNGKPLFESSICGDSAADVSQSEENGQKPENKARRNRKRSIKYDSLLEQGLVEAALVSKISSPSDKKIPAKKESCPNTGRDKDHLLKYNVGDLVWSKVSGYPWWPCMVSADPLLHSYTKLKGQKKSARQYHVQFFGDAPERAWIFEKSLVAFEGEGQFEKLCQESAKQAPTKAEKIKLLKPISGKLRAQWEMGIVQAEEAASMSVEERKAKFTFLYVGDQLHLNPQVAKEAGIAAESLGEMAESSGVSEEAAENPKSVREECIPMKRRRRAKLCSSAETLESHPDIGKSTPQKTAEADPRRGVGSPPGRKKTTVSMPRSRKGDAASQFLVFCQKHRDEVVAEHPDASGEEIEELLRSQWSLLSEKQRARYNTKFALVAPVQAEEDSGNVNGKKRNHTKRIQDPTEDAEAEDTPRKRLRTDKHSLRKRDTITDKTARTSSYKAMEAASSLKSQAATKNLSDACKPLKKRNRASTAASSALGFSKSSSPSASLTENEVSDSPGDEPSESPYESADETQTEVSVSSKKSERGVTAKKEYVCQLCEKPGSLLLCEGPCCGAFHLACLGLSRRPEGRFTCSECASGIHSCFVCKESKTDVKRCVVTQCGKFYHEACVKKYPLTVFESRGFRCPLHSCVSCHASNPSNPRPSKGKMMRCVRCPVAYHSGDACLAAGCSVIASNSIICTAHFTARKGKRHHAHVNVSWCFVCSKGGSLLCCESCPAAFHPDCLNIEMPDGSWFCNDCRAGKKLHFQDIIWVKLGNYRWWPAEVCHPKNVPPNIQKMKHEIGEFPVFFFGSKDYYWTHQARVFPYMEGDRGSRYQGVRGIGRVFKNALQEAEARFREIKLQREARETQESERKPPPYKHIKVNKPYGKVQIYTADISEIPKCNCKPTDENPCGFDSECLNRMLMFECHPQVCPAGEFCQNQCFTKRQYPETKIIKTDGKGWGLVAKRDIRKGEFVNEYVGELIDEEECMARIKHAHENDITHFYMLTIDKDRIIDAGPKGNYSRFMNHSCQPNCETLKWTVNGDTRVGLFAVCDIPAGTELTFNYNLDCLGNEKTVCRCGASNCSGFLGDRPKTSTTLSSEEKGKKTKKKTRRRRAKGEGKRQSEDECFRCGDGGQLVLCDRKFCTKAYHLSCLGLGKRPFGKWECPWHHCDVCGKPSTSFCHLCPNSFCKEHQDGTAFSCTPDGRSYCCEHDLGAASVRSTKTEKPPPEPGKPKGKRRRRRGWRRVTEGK
Arrestin-AP2 inh: human beta-arrestin and AP2 interaction inhibition | FITC-arrestin peptide / GST-AP2 beads, flow cytometry; AP2 beta2 appendage carries R879A mutation | 340,000 tested, 0.31% active | inhibition, % at 10 µM;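 active = inhibition above a set limit, near 3 SD of compounds lacking own fluorescence, cut at about 54% in these data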;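 also: plate controls were DMSO wells for no effect and 5 µM unlabelled arrestin peptide for full effect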
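Assay system: GST-AP2 R879A bound to glutathione beads, E. coli-expressed; Medium: PBS with 0.05% Tween 20 and 0.1% BSA; Also added: fluorescein-tagged arrestin peptide at 50 nM final; Timing: 12 min plus 1 h, RT; Measured by: flow cytometry, FL1 (488/535 nm); Evaluation: percent drop in bead-associated FITC signal.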
SUMO Mot1 rescue: blocks SUMOylation pathway, rescuing yeast Mot1-301 growth. S. cerevisiae Mot1-301 growth rescue, ATP luminescence, 38.5C; percent above DMSO median, 100 means doubled. growth rescue, % at 18.8 µM. 320,000 tested, 1% active. AID 2716;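 active = every valid replicate shows activation above 250% relative to neutral control wells; inactive = the rest, any valid replicate at or below 250%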;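 also: OY570 slx delta 5 strain wells were the positive control but not used for scaling; some compounds called inactive have numbers as strong as hits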
dFosB act: mouse delta FosB homodimer activation | purified delta FosB, TAMRA-CDK5 oligo fluorescence polarization; percent of positive-control signal above neutral wells | activation, % at 25 µM | 340,000 tested, 0.99% active;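 active = mean activation above about 17%, with every replicate also reaching it, limit read from the data, passing the limit was not always enough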;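 also: fluorescence polarization rise as delta FosB binds a TAMRA Cdk5 AP-1 oligo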
MITF TRPM1 HTS: activators of MITF-driven TRPM1 promoter activity in SK-MEL-5 cells; activation, % at 12.5 µM; 300,000 tested, 0.75% active; SK-MEL-5 TRPM1-promoter luciferase, 24 h; % of positive control, neutral wells = 0;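 active = mean activation of at least 80% with every replicate also reaching 80%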;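 also: 0% = neutral control wells and 100% = parthenolide positive control wells; values of inactives mirror those of a sister screen read the other way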
CDK5 inh: inhibitors of human CDK5/p35 kinase | Q00535+Q15078 | Recombinant CDK5/p35, ADP-Glo luminescence, 60 min | inhibition, % at 10 µM | 330,000 tested, 0.01% active;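 active = highest replicate inhibition of at least 50% and at least 75% of replicates reaching 50%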;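 also: plate controls were DMSO neutral control for no effect and GW8510 at 10 µM for full effect; many of its hits are not listed in these tables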
An asterisk follows results filed as active; x = no result given. Outcome played no part in choosing rows; any-hit rate near 4.7%.

compound	NSD2 HMT inh	dFosB act	PKA-R1A activ	SR-BI DiI inh	SR-BI DiI-HDL act	Pemphigus Ab inh	Arrestin-AP2 inh	SUMO Mot1 rescue	CDK5 inh	MITF TRPM1 HTS	PKA-R2B act
COc1ccc(C(=O)N/C=C/n2cnc3cc(C(F)(F)F)ccc32)cc1	-1.3	-1.0	-3.7	7.6	-7.6	101.7	-1.5	257.8	-4.2	-0.3	-5.4
COc1ccc(Nc2nnc(C)c3ccccc23)cc1	-0.1	-6.3	-2.1	16.6	-16.6	100.6	10.4	-11.2	-1.2	24.4	4.2
CCc1cccc(OCC(=O)Nc2cc(S(=O)(=O)N3CCOCC3)ccc2N2CCCC2)c1	2.9	-1.9	-6.7	-10.2	10.2	120.1	-18.9	136.6	-0.4	-14.5	4.6
Cc1ccc(C)c(N2CCN(C(=O)C3CCC3)CC2)c1	-0.7	0.8	-2.5	-7.5	7.5	115.3	-6.0	-30.1	0.5	16.5	-3.7
O=C(CN(C(=O)CNS(=O)(=O)c1ccc(F)cc1)C1CCCC1)NCc1ccco1	-4.0	-2.1	-13.5	x	x	106.0	-0.5	18.4	-1.6	x	13.5
Cc1ccc(CS(=O)(=O)CCC(=O)NCCN(C)Cc2ccccc2)cc1	0.6	2.0	-5.8	7.3	-7.3	102.5	1.4	-4.2	-1.4	5.6	8.8
Cc1nn(-c2ccccc2)c2c1C(c1ccc([N+](=O)[O-])cc1)N1C(=N2)C(=O)Nc2ccccc21 (centres undefined)	0.1	7.9	-17.9	2.2	-2.2	92.8	x	-23.4	-0.8	1.7	-1.1
CCOc1ccccc1N(C(=O)Nc1cccc(Cl)c1)C1=NC(C)CS1 (centres undefined)	1.3	-4.5	-3.7	16.3	-16.3	91.6	5.6	299.2	0.7	6.0	-7.5
CCOC(=O)c1sc(NC(C)=O)nc1-c1ccccc1	x	-12.8	4.2	26.9	-26.9	84.2	-4.1	-14.1	1.7	13.4	-1.6
Cc1nc(-c2ccccc2)sc1C1(C)CC(c2ccc(C#N)cc2)=NO1 (centres undefined)	x	7.7	6.3	-15.8	15.8	101.5	-4.9	-2.0	0.5	40.3	10.7
CC(CCc1ccccc1)NC(=O)CSc1nccc(=O)[nH]1 (centres undefined)	1.3	2.0	1.7	-1.5	1.5	103.5	4.7	x	-1.3	13.5	-0.9
CN(C)CCOC(=O)c1cccc(Br)c1	3.1	-3.4	5.1	-12.6	12.6	x	-0.9	2.0	0.0	4.8	9.7
Cc1ccc(S(=O)(=O)N2CCN(CC(=O)N/N=C\c3ccccn3)CC2)cc1	-68.9	-5.3	8.0	-15.8	15.8	106.4	-1.1	2.4	0.8	10.7	-2.2
COc1cccc(C2C(C(N)=O)=C(C)Nc3nc(-c4ccccc4Cl)nn32)c1 (centres undefined)	x	-6.1	18.7*	-12.9	12.9	105.4	-3.3	303.0	0.2	1.9	-9.3
CC[C@H](C)C(C(=O)N1CCN(C(=O)OC(C)(C)C)CC1)n1cc(C(CC(C)C)NC(=O)OC(C)(C)C)nn1 (some centres undefined)	x	-5.6	5.0	-6.8	6.8	97.7	-7.0	6.1	-0.6	4.6	-3.7
Cc1cc2oc(=O)c(CC(=O)O)c(C)c2c2occ(C(C)(C)C)c12	1.2	-1.5	3.1	4.9	-4.9	98.9	-1.7	-12.9	0.4	15.1	1.8
COc1ccc(NC(=O)C(CC(=O)O)Cc2ccccc2)cc1 (centres undefined)	-0.6	-2.1	2.4	-3.0	3.0	105.0	1.2	-11.4	0.3	-10.5	5.6
O=C(CSc1ncn[nH]1)c1ccc(OC(F)F)cc1	-3.8	3.9	-11.3	-14.1	14.1	118.0	2.0	6.7	-1.3	14.1	1.1
Cc1ccc(CCNC(=O)C2CCN(S(=O)(=O)c3ccc4c(c3)NC(=O)C(C)S4)CC2)cc1 (centres undefined)	1.1	-11.4	-5.0	19.7	-19.7	x	25.3	11.1	-0.7	0.1	-9.6
Cc1cnn(-c2ccc3nnc(-c4ccc(Br)cc4)n3n2)c1	-0.1	-21.8	-1.8	33.8	-33.8	x	-1.0	0.8	-0.8	9.1	-0.5
O=C(c1cc(Br)c[nH]1)N1CCSCC1	-0.1	3.9	-6.4	0.4	-0.4	95.3	-3.5	1.1	-1.0	-3.6	-6.9
CC1=CCC2C(=O)N(c3cc(C)on3)C(=O)C2C1 (centres undefined)	12.6	9.5	-0.1	-7.8	7.8	96.4	-4.5	-9.4	-1.0	2.7	3.2
O=[N+]([O-])c1ccccc1Nc1cccc(F)c1	2.6	5.0	-6.8	16.6	-16.6	112.4	-10.2	x	-2.0	17.4	1.1
CCn1nnnc1SCC(=O)Nc1cccc(NC(C)=O)c1	-3.5	-2.5	-7.7	-9.1	9.1	97.5	12.8	-4.0	0.0	4.5	-2.0
CC(C)(C)c1ccc2c(c1)OCC(C(=O)O)O2 (centres undefined)	-5.1	4.9	6.0	-10.1	10.1	105.5	1.8	14.7	-1.5	5.6	-3.8
CS(=O)(=O)c1ccc(Cl)c(NC(=O)COC(=O)CNC(=O)c2ccc(Br)o2)c1	-5.1	-1.4	3.7	5.9	-5.9	96.5	0.2	x	1.8	-10.0	6.2
CCOC(=O)C1=C(C)Nc2ncnn2C1c1ccccc1F (centres undefined)	-3.6	-0.1	3.5	6.5	-6.5	105.9	21.5	302.4	1.6	2.6	-4.0
COc1ccc(C(=O)COc2ccc(C(C)=O)cc2OC)cc1OC	4.9	-7.2	-5.0	4.9	-4.9	117.6	31.0	x	0.0	-20.8	-4.1
Nc1nonc1-n1nnc(C(=O)N/N=C/c2ccccc2F)c1CN1CCOCC1	x	1.2	-6.8	x	x	x	-3.1	-1.6	-1.4	9.0	4.8
Cc1ccc(F)cc1NC(=O)CCOc1ccccc1	-1.3	-5.0	8.5	x	x	99.5	32.7	-15.9	1.0	8.2	-6.5

Complete entries, looked up by structure. Values in the order: NSD2 HMT inh, dFosB act, PKA-R1A activ, SR-BI DiI inh, SR-BI DiI-HDL act, Pemphigus Ab inh, Arrestin-AP2 inh, SUMO Mot1 rescue, CDK5 inh, MITF TRPM1 HTS, PKA-R2B act
O=C(CN(C(=O)CNS(=O)(=O)c1ccc(F)cc1)C1CCCC1)NCc1ccco1 across the screens: -4.0, -2.1, -13.5, x, x, 106.0, -0.5, 18.4, -1.6, x, 13.5
COc1ccc(Nc2nnc(C)c3ccccc23)cc1 across the screens: -0.1, -6.3, -2.1, 16.6, -16.6, 100.6, 10.4, -11.2, -1.2, 24.4, 4.2

The results go on.
compound	NSD2 HMT inh	dFosB act	PKA-R1A activ	SR-BI DiI inh	SR-BI DiI-HDL act	Pemphigus Ab inh	Arrestin-AP2 inh	SUMO Mot1 rescue	CDK5 inh	MITF TRPM1 HTS	PKA-R2B act
C=CCc1c(C)nc2cc(-c3ccccc3)[nH]n2c1=O	-0.9	-6.1	3.5	-29.0	29.0	100.0	5.4	7.4	1.2	65.4	11.0
NS(=O)(=O)c1cccc(NC(=O)CSc2nnc3n2CCCCC3)c1	-0.4	1.1	-2.8	-18.8	18.8	x	-7.0	18.2	-1.2	3.6	5.5
CCC(=O)OC1c2ccccc2C(=O)N1Cc1ccccc1 (centres undefined)	x	-4.0	13.2	14.0	-14.0	115.4	2.0	6.1	0.9	12.9	-11.1
CCCCCOc1ccc(NC(=O)c2cc(SC)ccc2Cl)cc1	-0.4	-7.2	-2.2	19.3	-19.3	97.1	2.1	-8.2	0.9	2.1	2.4
COc1ccc(S(=O)(=O)N2CCN(c3ccccc3OC)CC2)cc1OC	-1.3	-3.4	11.0	-6.2	6.2	71.2	7.2	-5.1	2.3	9.8	1.0
Cc1ccc(CS(=O)(=O)CCC(=O)N2CCOCC2)cc1	21.6	-0.5	1.5	-15.1	15.1	101.5	-13.1	231.2	-0.3	4.9	5.5
COc1cccc(NC(=O)c2nn(C)cc2Br)c1	-1.4	-7.9	-3.3	x	x	101.5	-3.3	6.9	1.2	41.0	3.0
COc1ccccc1/C=C/C=N/N1CCN(Cc2cccc3ccccc23)CC1	1.0	-7.2	-2.5	64.4	-64.4	98.1	7.0	-13.2	1.1	0.3	2.9
COc1ccc(OC)c(C2C(C(C)=O)=C(O)C(=O)N2Cc2cccnc2)c1 (centres undefined)	3.2	-0.2	-9.2	-28.9	28.9	124.3	8.7	4.9	1.0	0.3	14.3
C/C=C(/C)C(=O)Nc1cccc(C2=NOC3(C2)C[C@H](C(N)=O)N(C(=O)c2ccc(Cl)cc2)C3)c1 (some centres undefined)	x	-1.5	-2.3	11.7	-11.7	109.0	-1.5	-17.6	-0.7	0.5	1.5
COc1ccc(-c2nnc(SC(C)C(=O)NC3CC3)o2)cc1 (centres undefined)	-0.3	-7.8	5.0	-2.0	2.0	x	4.0	11.5	0.4	11.9	-10.6
Cc1ccsc1C(=O)NNC(=O)c1ccncc1	-1.1	-0.9	-6.0	-15.9	15.9	101.7	3.7	x	0.1	19.2	-23.0
CC(C)(O)C#Cc1ccc(C(=O)N2CCCC(CCC(=O)NCc3ccccc3F)C2)cc1 (centres undefined)	0.0	1.2	3.3	34.4	-34.4	104.2	38.0	5.4	-0.1	11.9	1.5
O=C(c1ccco1)N1CCN(c2ccc(N3CCCCC3)nn2)CC1	-0.9	-13.8	-10.3	-11.0	11.0	107.4	0.6	21.4	-1.1	99.4*	3.9
COC(=O)c1[nH]c2ccc(C)cc2c1NC(=O)CN1CCN(c2ccc(F)cc2)CC1	-1.8	-2.9	-15.3	29.5	-29.5	102.8	11.2	0.8	-1.9	-46.0	1.8
CCCOC(=O)c1ccc(OC(=O)c2ccco2)cc1	2.7	8.2	-4.2	9.4	-9.4	101.0	-2.8	4.0	0.0	28.4	5.0
CCCC(=O)Nc1ccc(C(=O)NN2C(=O)c3ccccc3C2=O)cc1	-1.9	-3.7	-7.8	-24.1	24.1	x	-4.0	-10.1	-0.7	-0.4	-7.3
O=C(COc1ccc2ccc(=O)oc2c1)Nc1ccc(N2CCCCC2)cc1	19.0	-7.1	-18.0	18.2	-18.2	102.8	1.6	-4.7	1.2	4.1	-11.8
O=C(CSc1nnc(NC(=O)C2CC2)s1)NCc1ccc(F)cc1	0.1	6.6	5.4	15.8	-15.8	112.5	7.9	-10.0	2.8	8.1	-4.1
